Screening data from PubChem BioAssay.
Sm TGR block – qHTS Assay for the Inhibitors of Schistosoma Mansoni Peroxiredoxins; AID 485364, 2010; purified TGR, DTNB reduction, TNB absorbance 405 nm; Potency, µM (series often up to 114 µM), for the others: at the top dose activity change, negative = inhibition, usual class: inhibitors; Schistosoma mansoni thioredoxin glutathione reductase (TGR), Q962Y6; actives 3% (n = 360,000); further: potency means the concentration at half of the fitted maximal effect; nearly all actives have a fitted effect of over 60% in size
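First, TGR (20 nM dispensed) and NADPH were mixed with compound. Second, a 15 min room-temperature incubation followed. Third, further NADPH and then DTNB were added to start the reaction. Finally, TNB absorbance was monitored kinetically.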
AMA1-RON2 inh – qHTS for Inhibitors of AMA1-RON; Towards Development of Antimalarial Drug Lead: Primary Screen | Potency, µM (top dose mostly 58.2 µM), for the others: top-dose activity change, negative = inhibition, hits mostly inhibitors | AlphaScreen AMA1-biotinylated RON2 peptide binding | Plasmodium falciparum AMA1 (3D7) - RON2 peptide interaction | actives 0.2% (n = 360,000);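 further: potency means the concentration at half of the fitted maximal effect; 0% = vehicle wells and -100% = peptide control; nearly all actives have a fitted effect of over 45% in size; some results filed as inactive show a strong effect at the top dose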
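AMA1 (3D7) with his tag at 25 nM final met compounds first, then biotinylated RON2 peptide at 25 nM; detection used donor plus acceptor beads, 10 µg/mL apiece, read by AlphaScreen after 30 min at room temperature.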
HCMV antiviral – qHTS Assay for inhibitors of the human cytomegalovirus (HCMV) | HFF cells, HCMV-luciferase reporter, 72 h; hits give low values | activity change, negative = inhibition, % at 57.5 µM | actives 4.5% (n = 410,000) | AID 1259415, 2018; in the data active means activity change below about -60%; inconclusive means no clear call, values can overlap the other calls; inactive means above about -39%
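Two compound doses tested in HFFs infected with HCMV-luciferase, MOI 1 PFU/cell, 72 h at 37C. Lysate luminescence read with OneGlo; data normalized against buffer-only and 10uM Salinomycin inhibitor controls.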
AmpC inh no detg – qHTS Inhibitors of AmpC Beta-Lactamase (assay without detergent). AmpC nitrocefin hydrolysis, absorbance 480 nm, 0.0001% Triton. actives 0.52% (n = 330,000). P00811. Potency, µM (top dose mostly 57.1 µM), for the others: top-dose activity change, negative = inhibition, hits mostly inhibitors;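 further: potency means the concentration at half of the fitted maximal effect; plate controls were no compound for no effect and no enzyme for full effect; nearly all actives have a fitted effect of over 20% in size; some results filed as inactive show a strong effect at the top dose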
Target sequence (P00811 whole entry, looked up): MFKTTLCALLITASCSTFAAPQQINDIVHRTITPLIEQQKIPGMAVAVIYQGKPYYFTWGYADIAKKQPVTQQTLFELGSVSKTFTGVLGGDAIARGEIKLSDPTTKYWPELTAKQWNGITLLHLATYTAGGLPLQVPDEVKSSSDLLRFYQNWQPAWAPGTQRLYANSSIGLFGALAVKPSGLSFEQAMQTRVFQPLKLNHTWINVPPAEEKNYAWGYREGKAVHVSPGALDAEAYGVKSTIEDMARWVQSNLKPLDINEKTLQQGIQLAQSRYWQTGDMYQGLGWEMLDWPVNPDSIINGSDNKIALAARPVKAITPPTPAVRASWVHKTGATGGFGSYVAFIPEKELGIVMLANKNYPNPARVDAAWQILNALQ
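AmpC (5.3 nM in the dispensed reagent) in 20 mM phosphate pH 7.0 with 0.01% (detergent screen) or 0.0001% Triton X-100 was preincubated with compounds for 15 min at room temperature. Nitrocefin was then added from an 800 uM solution, and hydrolysis was followed at 480 nm.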
FBPA Giardia inh – qHTS Assay for Inhibitors of Fructose-1,6-bisphosphate Aldolase from Giardia Lamblia | A8B2U2 | purified Giardia FBPA | Potency, µM (highest dose often 59.6 µM), for the others: top-dose activity, negative = inhibition, actives largely listed as inhibitors | actives 0.71% (n = 290,000) | AID 2451, 2010; further: potency means the concentration at half of the fitted maximal effect; nearly all actives have a fitted effect of over 55% in size
Target sequence (A8B2U2 whole entry, looked up): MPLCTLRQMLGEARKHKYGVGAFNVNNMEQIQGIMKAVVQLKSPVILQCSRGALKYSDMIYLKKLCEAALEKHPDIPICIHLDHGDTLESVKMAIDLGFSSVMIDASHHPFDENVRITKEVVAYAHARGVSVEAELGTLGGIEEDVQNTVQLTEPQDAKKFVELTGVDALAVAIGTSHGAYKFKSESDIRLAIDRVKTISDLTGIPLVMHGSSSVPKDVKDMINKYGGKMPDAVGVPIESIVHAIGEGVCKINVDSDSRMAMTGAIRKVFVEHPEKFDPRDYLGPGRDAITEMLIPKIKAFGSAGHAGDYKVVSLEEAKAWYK
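40 nM FBPA preincubated 10 min at RT with compound (up to 57.5 uM final), then substrate plus GAPDH/TPI/NAD/arsenate coupling and diaphorase/resazurin added. Fluorescence read after 20 min at RT, 525/598 nm.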
AmpC detergent – qHTS Inhibitors of AmpC Beta-Lactamase (assay with detergent); P00811; AmpC hydrolysis of nitrocefin, absorbance 480 nm, 0.01% Triton; Potency, µM (top dose mostly 114 µM), for the others: at the top dose activity change, negative = inhibition, hits mostly inhibitors; actives 0.041% (n = 370,000); AID 485294, 2010;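 further: potency means the concentration at half of the fitted maximal effect; 0% = no-compound wells and -100% = no-enzyme wells; nearly all actives have a fitted effect of over 25% in size; some results filed as inactive show a strong effect at the top dose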
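AmpC (5.3 nM in the dispensed reagent) in 20 mM phosphate pH 7.0 with 0.01% (detergent screen) or 0.0001% Triton X-100 was preincubated with compounds for 15 min at room temperature. Nitrocefin was then added from an 800 uM solution, and hydrolysis was followed at 480 nm.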
Active calls of the source: *; ? = inconclusive; . = not tested or not shown; & = joins results of further samples; [ ] = dose if it differs, or a comment. Unless noted, the call rests on the fitted dose curve; in most records, active means well fitted curve in the direction sought with a large enough effect; inconclusive means small, poorly fitted or top-dose-only effect, or another doubt; inactive means no such curve, though single readings can be large; an effect the other way counts as inactive or inconclusive. Unless noted, on the % scale 0 is the no-effect control and ±100 the full control effect.

SMILES	Sm TGR block	AMA1-RON2 inh	HCMV antiviral	AmpC inh no detg	FBPA Giardia inh	AmpC detergent
O=S(=O)(Nc1cccc2ccccc12)c1ccccc1	-8%	-13%	35	-39%	?	-1%
COc1cc2c(cc1NC(=O)c1cc(-c3cccnc3)nc3ccc(C)cc13)oc1ccccc12	9%	0%	-9	-9%	1%	1%
COc1ccccc1OCCNC(=O)c1ccc(S(=O)(=O)N(C)C)cc1	-2%	-2%	43	26%	2%	1%
CCOC(=O)c1ccccc1NC(=O)c1cc2ccc3cccnc3c2[nH]1	10%	.	?	.	.	18%
COc1ccc(C(=S)Nc2ccc(C)cc2)cc1	7%	-23%	25	-4%	-1%	-1%
CN1CC(=O)NC1=NC(=O)c1ccc(Cl)c(S(=O)(=O)N2CCCCCC2)c1	-1%	-7%	-3	29%	-13%	-4%
C[C@@H]1CC=C[C@@H]2[C@H]1C(=O)N(Cc1ccccc1)[C@H]2c1cccc(C#Cc2ccccc2)c1	.	-14%	16	1%	-5%	.
Cc1cccc(N2CCC(N3CCN(C4CCCCC4)C(CCO)C3)CC2)c1C (stereo unspecified)	5µM*	-3%	-75*	-42%	?	-1%
COc1ccc(Br)cc1C(=O)Nc1cccc2ccc(C)nc12	-1%	.	25	.	.	-5%
Cc1cc(Cl)ccc1C(=O)C1CCCN(C(=O)/C=C/c2cnn(C)c2)C1 (stereo unspecified)	-14%	-12%	-1	70%[activator]	0%	-2%
O=C(O)COc1ccc2c(c1)CCCC2	0%	10%	-25	-8%	2%	3%
CCOC(=O)Cc1csc(NC(=O)/C=C/c2cccc(Br)c2)n1	2%	-1%	-39	-39%	-4%	4%
O=C1CSC(c2c(F)cccc2Cl)N1c1cccc(F)c1 (stereo unspecified)	-13%	?	-27	-14%	-1%	-13%
CC(C)OCCCN1CC(=O)N2[C@@H](Cc3c([nH]c4ccccc34)C2(C)C)C1=O	1%	-11%	?	89%[activator]	6%	-18%
c1cc2[nH]snc2c2nc(C3CC3)nc12	0%	-27%	?	-6%	?	-13%
Cn1nc(C(=O)N2CCN(c3ccccn3)CC2)c2ccccc2c1=O	3%	-17%	3	-4%	.	-13%
CCCCN(CCCC)S(=O)(=O)c1ccc2oc(C(=O)NCc3ccccc3)c(C)c2c1	19%	.	-13	.	.	8%
Cc1ccc(S(=O)(=O)NCC(Nc2cccc(Cl)c2)c2ccccc2)cc1 (stereo unspecified)	?	.	-103*	.	.	4%
CCCCCC(=O)N/N=C(\C)c1ccc(N2CCCCC2)cc1	-2%	27%	42	8%	7%	-3%
c1cncc(CNC2=NCCCCC2)c1	2%	-2%	2	-11%	6%	?
COc1cccc(C(=O)N2CCn3c2nc2ccccc23)c1	.	-3%	?	1%	8%	-7%
COc1ccccc1C(=O)NC(=O)COC(=O)C1CC1	4%	13%	-5	-8%	.	-4%
Cc1ccc(S(=O)(=O)N2CCCCC2C(=O)O)cc1 (stereo unspecified)	1%	9%	-28	-8%	0%	0%
Cc1ccc(OC(F)F)c(NC(=O)Nc2cccc(C(F)(F)F)c2)c1	0%	17%	-99*	-36%	-8%	5%
Cc1cccc(/C=C/c2onc(C)c2S(=O)(=O)N2CCC(C(=O)NC(C)C)CC2)c1	3%	-7%	23	26%	-2%	?
O=c1c(-c2ccc3c(c2)OCCO3)coc2cc(O)cc(O)c12	3%	2%	129	-12%	0%	8%
Cc1ccc(C2(c3ccc(C)cc3)NC(=O)N(CC(=O)NCCCN3CCCC3=O)C2=O)cc1	.	2%	?	239%[activator]	.	.
CCCCNC(=O)c1cn(C)c2ccc(S(=O)(=O)N3CCCC3)cc2c1=O	-2%&0%	-5%	0&29	-7%	.	-3%&0%
Cc1ccc(C)c(N2CCN(c3nc4ccc(Cl)cc4n4cnnc34)CC2)c1	0%	.	?	.	.	1%
CCCC(=O)C1=C(c2cccc(OC)c2)N(C(=O)CCC)n2c(C)nnc2S1	3%	.	-95*	.	.	4%
CCCc1cc(=O)[nH]c(SCC(=O)N2CCC(C(=O)OCC)CC2)n1	2%	-10%	31	1%	-5%	5%
COc1ccc(C(=O)/C=C(\N)C(F)(F)F)c(O)c1	?	32%[activator]	18	-20%	2%	?
O=C(CCN1C(=O)C2C3C=CC(C3)C2C1=O)Nc1c(F)cccc1F (stereo unspecified)	-17%	38%[activator]	48	-9%	0%	4%
N#CCCN1CCN(C(=O)c2c(N)no[n+]2[O-])CC1	32%[activator]	-2%	-21	-12%	2%	-2%
Cn1/c(=N\NC(=O)C2CCCCC2)sc2ccccc21	5%	-8%	?	-6%	0%	3%
O=C(N[C@@H](Cc1ccccc1)C(=O)N1CCC2(CC1)NCCc1[nH]cnc12)c1cccc(Br)c1	-30%	45%[activator]	-15	98%[activator]	.	0%

Limited to HCMV antiviral (2 entries from above):
smiles | HCMV antiviral
c1cc2[nH]snc2c2nc(C3CC3)nc12 | ?
O=C1CSC(c2c(F)cccc2Cl)N1c1cccc(F)c1 (stereo unspecified) | -27

Returning to the listing, repeating the three entries before the break.
SMILES	Sm TGR block	AMA1-RON2 inh	HCMV antiviral	AmpC inh no detg	FBPA Giardia inh	AmpC detergent
N#CCCN1CCN(C(=O)c2c(N)no[n+]2[O-])CC1	32%[activator]	-2%	-21	-12%	2%	-2%
Cn1/c(=N\NC(=O)C2CCCCC2)sc2ccccc21	5%	-8%	?	-6%	0%	3%
O=C(N[C@@H](Cc1ccccc1)C(=O)N1CCC2(CC1)NCCc1[nH]cnc12)c1cccc(Br)c1	-30%	45%[activator]	-15	98%[activator]	.	0%
CCCCn1c(SCC(=O)N2CCOCC2)nc2c1c(=O)n(C)c(=O)n2C	1%	-16%	7	-12%	3%	-2%
NC(=O)c1sc(=S)n2c1[nH]c(=O)c1sccc12	12%	11%	-15	-29%	-11%	-2%
CCOc1ccc(S(=O)(=O)N2CCCC(C(=O)N3CCN(c4ccccc4)CC3)C2)cc1 (stereo unspecified)	-14%	-21%	-39	105%[activator]	.	2%
C=CCc1cccc(CNc2ccc(S(=O)(=O)Nc3nccnc3OC)cc2)c1O	1%	-8%	2	-21%	4%	?
COc1cccc2c1Oc1ncccc1N(C(=O)CCC(=O)NCc1ccc(F)cc1)C2	1%	14%	0	42%	.	2%
CCC(C)(C)n1nnnc1CN(Cc1cc2cc(OC)c(OC)cc2[nH]c1=O)C1CCCC1	25µM*	3%	-25	-7%	-1%	0%
Cc1nccn1CC(O)COc1ccc([N+](=O)[O-])cc1 (stereo unspecified)	-12%	-8%	43	0%	1%	3%
CCOC(=O)N1CCN(S(=O)(=O)c2ccc(Br)s2)CC1	3%	6%	26	-3%	11%	?
COc1cc(C(=O)OCC(=O)NCCN2C(=O)CSC2=O)ccc1OCc1c(C)noc1C	-2%	-2%	3	-3%	-1%	3%
COC(=O)[C@@H](N)Cc1ccc(O)c(O)c1	-34%	10%	-16	-28%	?	-4%
CCc1ccc(-n2c(SCC(=O)Nc3ccc(C(=O)O)cc3)nnc2-c2ccncc2)cc1	2%	5%	0	-23%	7%	2%
C[C@@H](OC(=O)N(C)Cc1ccccc1)[C@H]1O[C@]2(C)CCCC[C@H]1O2	3%	38%[activator]	-38	17%	.	5%
CC(=O)c1ccc(S(=O)(=O)N(C)CC(=O)NCc2ccco2)cc1	-14%	-1%[11.6 µM]	55	-6%	.	-2%
CCCCC(=O)Nc1ccccc1N1CCN(c2ccccc2)CC1	-8%	-4%	4	-6%	2%	-3%
Oc1ccccc1-c1cc(-c2ccccc2)no1	6%	0%	176	-24%	0%	3%
CCOc1ccccc1NC(=O)c1ccccc1-c1nc(-c2ccccc2OC)no1	3%	5%	30	13%	2%	-14%
Cc1ccc(CN2C3=NCCN3c3ccccc32)cc1	.	-4%	11	-16%	-12%	5%
O=C(NCc1ccc2c(c1)OCO2)c1cc(-c2cc(Cl)ccc2O)n[nH]1	-3%	74%[activator]	-18	-43%	-3%	-8%
CC1SCC(=NOCc2c(Cl)cccc2Cl)CS1 (stereo unspecified)	0%	0%	-14	-22%	2%	-9%
O=C(c1ccc(Cl)cc1)N1CCCCC(Cl)C1=O (stereo unspecified)	10%	-3%	-10	-14%	9%	5%
O=C(CNc1cc(S(=O)(=O)N2CCOCC2)ccc1N1CCCC1)NCc1ccco1	-16%	-4%	1	37%	2%	-9%
C=CCn1c(COc2ccccc2-c2ccccc2)nnc1SCC(=O)NC(=O)NCc1ccco1	-24%	-8%	9	12%	-3%	-4%
O=C(CSc1nnc2sc3ccccc3n12)NCc1ccco1	1%	-6%	10	-8%	3%	-2%
COc1ccc(S(=O)(=O)NC(CC(=O)NCCc2ccc(OC)c(OC)c2)c2ccco2)cc1 (stereo unspecified)	5%	-7%	-11	-5%	5%	-4%
Cn1c(Cc2c[nH]c3ccccc23)n[nH]c1=S	-18%	13%	69	-13%	-27%	1%
Cc1nc(NC(=O)c2ccccc2)nc2cc3c(cc12)OCO3	-5%	-1%	23	-1%	-2%	-12%
C[C@@]12C(=O)Nc3ccc(Br)cc3C(=O)N1[C@H]1c3cc(Br)ccc3OC[C@@H]1[C@@H]2c1ccccc1	-8%	0%	?	-17%	.	-8%
Fc1ccc(NC(=S)NNc2ncc(C(F)(F)F)cc2Cl)c(F)c1	-9%	6%	-99*	-5%[2.29 µM]	8%	1%
COc1cc(NC(=O)CSc2nc3c(c(=O)[nH]2)CCCC3)cc(OC)c1OC	5%	6%	13	0%	-11%	0%
CC(C)(C)OC(=O)[C@H](Cc1ccccc1)NC(=O)c1nc[nH]c1C(=O)N[C@@H](CCCCN)C(=O)OC(C)(C)C	.	109%[activator]	-68*	271%[activator]	.	.
COc1cccc(C2CC(c3ccc(C)cc3)Nc3nc(N)nn32)c1 (stereo unspecified)	0%	0%	-31	49%	9%	-12%
Fc1ccc(-c2noc3ncnc(NCCc4ccccc4)c23)cc1	1%	.	?	.	.	-7%
O=C(CC(c1ccccc1)c1cc(Cl)ccc1O)N1CCCC1 (stereo unspecified)	-11%	-21%	-16	5%	8%	-6%
COc1ccc(C(=O)C(CO)Oc2ccccc2OC)cc1OC (stereo unspecified)	3%	22%	19	3%	-4%	-6%
COc1ccc(-c2nc3ccccc3n2Cc2ccccc2)cc1	-2%&14%	-3%	-2&-18	16%	-6%	10%&1%
CC(=O)c1ccc(S(=O)(=O)N2CCC(C(=O)Nc3ncc(C)s3)CC2)cc1	.	9%	-8	-27%	.	.
Nc1c(C(=O)N2CCOCC2)sc(=S)n1-c1ccccc1	0%	-4%	84	-16%	-2%	?
COC(=O)c1n[nH]n(-c2cc(Cl)cc(Cl)c2)c1=O	17%	8%	53	-28%	26%	8%
